From PubChem
MgcRacGAP inhibition – MgcRacGAP GTPase-activating activity inhibitors, confirmation, biochemical, ADP Hunter fluorescence | MgcRacGAP-stimulated Rac1 GTP hydrolysis, ADP Hunter fluorescence; higher % means a stronger effect; GST-tagged Rac1 F28L mutant substrate | one-dose inhibition, % at 30 µM; IC50 in µM for titrated hits | actives 0.6% (n = 340,000);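 active = first-screen hits whose inhibition reached a set limit at any dose in the follow-up dose series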;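 also: fluorescence reports GDP produced by GAP-driven GTP hydrolysis; strong numbers were not always called active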
K1F lysis inhibition – protection from phage-mediated lysis, alamar blue read-out – E. coli UTI89, K1F phage, bacterial capsule biogenesis inhibitors (AID 488966); E. coli UTI89 K1F phage lysis, alamar blue, 2 h; higher % means a stronger effect; one-dose inhibition, % at 100 µM; IC50 in µM for titrated hits; actives 0.02% (n = 340,000);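 active = phage lysis inhibition, versus mean bacterial control, above a set limit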;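 also: capsule biogenesis inhibitors block K1F phage lysis so surviving cells raise fluorescence; higher fluorescence means more inhibition of phage lysis; actives were called in the ten point dose series up to 300 µM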
Dengue-2 NS5 capping – Dengue-2 NS5 methyltransferase inhibitors, primary screen, biochemical, confirmation dose response (AID 588689). one-dose inhibition, % at 25 µM; IC50 in µM for titrated hits. actives 0.3% (n = 340,000). Dengue-2 NS5 methyltransferase capping enzyme assay, biochemical; higher % means a stronger effect; in the data active = a potency from the dose series
Dengue-2 NS5 capping pilot replicate – recorded beside Dengue-2 NS5 capping, whose call it bears; inhibition, %; measured here: pilot screen replicate inhibition
* marks the source's active call; other numbers are inactive results; [ ] = another dose, or the depositor's remark.

SMILES | MgcRacGAP inhibition | K1F lysis inhibition | Dengue-2 NS5 capping | others
CC(=O)N1CCN(S(=O)(=O)c2cccc(C(=O)OCC(=O)N(Cc3ccccc3)C(C)(C)C)c2)CC1 | -25.5% | 1.2%[50 µM] | -7.3%
Cc1noc(C)c1S(=O)(=O)N(C)C[C@H]1Oc2c(NC(=O)Nc3ccccc3)cccc2C(=O)N([C@H](C)CO)C[C@@H]1C | 9.9% | 1.2% | -73.6%
C[C@H](CO)N1C[C@H](C)[C@@H](CN(C)S(C)(=O)=O)Oc2ccc(NC(=O)Nc3ccc4c(c3)OCO4)cc2C1=O | -2.1% | 1.6% | 2.1%
COc1ccc(-c2sc3ccccc3c2-c2ccc(O)cc2)cc1 | -0.3% | 1.1% | 3.2%
CC1(C)CC[C@]2(C(=O)n3ccnc3)CC[C@]3(C)[C@H](C(=O)C=C4[C@@]5(C)C=C(C#N)C(=O)C(C)(C)[C@@H]5CC[C@]43C)[C@@H]2C1 | 20.8µM* | 1.5% | 38.2µM*
COc1cc(C(=O)Nc2cc(S(=O)(=O)N3CCOCC3)ccc2N2CCOCC2)ccc1OC(F)F | 4.6% | 0.7%[50 µM] | -3.3%
O=C(Cn1cnc2c(OCc3ccccc3)ncnc21)N1CCN(c2ccccn2)CC1 | 1.4% | 0.1% | -1.0% | Dengue-2 NS5 capping pilot replicate=-0.6
Cc1cc2c(cc(C(=O)OCC(=O)NC3CCCCC3)n2C)o1 | 6.9% | -0.6% | -2.2%
CC(=O)Nc1ccc(S(=O)(=O)Nc2ccc3nc(C)sc3c2)cc1 | 7.2% | -0.4% | 4.8%
NC1=NN(c2ccccc2)C(=O)C1 | -2.2% | 6.4% | 1.6%
O=S(=O)(c1ccc(Br)cc1F)N1CC[C@H](O)C1 | 9.8% | 0.0% | 0.0%
CC1(C)C(=O)Nc2ccccc2N1C(=O)COC(=O)CNS(=O)(=O)c1ccc(Br)cc1Cl | 4.6% | 0.4%[50 µM] | 2.3%
COC(=O)[C@]1(C)N[C@H](CN(C)C(=O)NC(C)C)[C@@H]2C(=O)N(C)C(=O)[C@@H]21 | 1.1% | 0.0% | -2.3% | Dengue-2 NS5 capping pilot replicate=0.3
N#CCSc1ccc(S(=O)(=O)N2CCOCC2)cn1 | 3.2% | -3.1% | 0.8%
COC1=C(C)C(=O)C2=C(C1=O)C1C3CC4=C(C(=O)C(OC)=C(C)C4=O)C(CNC(=O)C(C)=O)N3C(C#N)C(C2)N1C (stereo not given) | -14.3% | 8.7% | 15.4%
O=[N+]([O-])c1ccc(SNc2ccccc2)c([N+](=O)[O-])c1 | -2.1% | 11.3% | 4.0%
O=C(NCCCCCCCN1CCCCCCC1)C(C1CCCCC1)C1CCCCC1 | 6.4% | -4.8% | 2.3%
CC(=O)Nc1ccc(S(=O)(=O)N2CCNC(=O)C2)cc1 | 4.3% | -1.7% | -9.3%
N#Cc1ccccc1OCC(=O)NNC(=O)CCC1CCCC1 | -2.5% | 0.8% | -6.2%
O=[N+]([O-])c1ccc(O)c(CNCc2ccccc2)c1 | 5.6% | 2.6% | 0.4%

Structures above containing an aryl methoxy group (two):
SMILES | MgcRacGAP inhibition | K1F lysis inhibition | Dengue-2 NS5 capping | others
COc1ccc(-c2sc3ccccc3c2-c2ccc(O)cc2)cc1 | -0.3% | 1.1% | 3.2%
COc1cc(C(=O)Nc2cc(S(=O)(=O)N3CCOCC3)ccc2N2CCOCC2)ccc1OC(F)F | 4.6% | 0.7%[50 µM] | -3.3%

Next part:
SMILES | MgcRacGAP inhibition | K1F lysis inhibition | Dengue-2 NS5 capping | others
O=C1C=CN2CCCC2CC1 (stereo not given) | 5.7% | 0.3% | 3.2%
O=C(N/N=C/c1ccncc1)c1cccc(S(=O)(=O)N2CCCC2)c1 | -1.1% | -0.4%[50 µM] | 1.4%
Cc1ccc(C)c(NC(=O)C(c2ccccc2)N2CCN(CC(=O)NC3CC3)CC2)c1 (stereo not given) | 4.0% | 0.4%[50 µM] | -5.8%
CCOc1ccccc1NC(=O)COC(=O)CN1C(=O)NC(C)(C)C1=O | 1.9% | 0.5%[50 µM] | -14.0%
Cc1n[nH]c(C)c1S(=O)(=O)N1CCN(S(=O)(=O)c2cccc(F)c2)CC1 | 11.9% | 1.5%[50 µM] | 10.1%
CC1(C)CCC[C@]2(C)[C@H]3Cc4cc(O)ccc4O[C@]3(C)CC[C@@H]12 | 8.5% | -1.0% | 1.6%
CN(CC(=O)NC1CCCC1)S(=O)(=O)c1cccc(Cl)c1 | 3.5% | 0.7% | 3.1%
CCOc1ccc(C(=O)CCC(=O)N2CCN(c3ccccc3O)CC2)cc1 | 5.7% | 0.8%[50 µM] | -12.2%
COc1ccc(CN(C)C(=O)COC(=O)c2ccc(-c3ccccc3)cc2)c(OC)c1OC | 5.1% | -0.1%[50 µM] | 1.5%
Cc1ccc(-c2nnc(SCC(=O)NCC3CCCO3)nc2-c2ccc(C)cc2)cc1 (stereo not given) | 5.7% | -0.7%[50 µM] | -0.7%
Fc1ccccc1CSc1ncnc2c1ncn2C1CCCO1 (stereo not given) | -4.8% | 0.7% | 3.9%
Cc1ccc(S(=O)(=O)N2CCOCC2)cc1C(=O)OCC(=O)NCCc1ccc(F)cc1 | 3.1% | 0.3%[50 µM] | -1.1%
CC(=O)C[C@H](O)CC(=O)[C@H]1OC(=O)[C@H](C)CCCCc2ccccc21 | -4.6% | 0.1% | -3.0% | Dengue-2 NS5 capping pilot replicate=3.3
CC(C)Cn1cnc2c(SCc3ccc(Cl)cc3)nc(N)nc21 | 6.2% | -3.9% | 13.2%
CN(CC(=O)NC(=O)Nc1ccccc1F)Cc1ccccc1 | 6.2% | 0.8%[50 µM] | 1.4%
Nc1ncnc2c(C3OC(CO)C(O)C3O)scc12 (stereo not given) | 1.1% | 0.1% | 3.1%
CC1O[C@H](OC2C(COC3OC(CO)C(O)[C@H](O)C3O)OC(OC3CC[C@]4(C)C(CC[C@@]5(C)[C@@H]4C=C[C@]46OC[C@@]7(CCC(C)(C)C[C@H]74)C(O)C[C@@]56C)C3(C)C)C(O)C2O)C(O)C(O)C1O (stereo not given in full) | 10.3% | 0.7% | 5.6%
CCCc1cc(=O)[nH]c(SCC(=O)Nc2cc(S(=O)(=O)N3CCCCC3)ccc2Cl)n1 | 7.2% | 1.0%[50 µM] | -0.7%
O=C(COC(=O)c1ccccc1Br)NCc1cccs1 | 5.3% | 0.2%[50 µM] | -8.5%
Nc1nc(=S)ss1 | 301µM* | 1.3% | -18.6%
O=C(N/N=C/c1ccc(Br)cc1)c1ccc(NC(=O)c2ccccc2)cc1 | 6.2% | 0.2% | 0.6%
CCCCn1cnc2c(SCc3ccccn3)nc(N)nc21 | 0.7% | -0.5% | -4.7%
COc1ccccc1N1CCN(C(=O)c2ccccc2SCC(=O)N2CCCC2)CC1 | 3.9% | 0.6%[50 µM] | -11.6%
CC(=O)c1ccccc1NC(=O)CN1C(=O)NC2(CCCCCCC2)C1=O | 6.2% | -1.0% | 0.0%
Cc1cc(CNC(=O)c2cccc3c2C(=O)c2ccc(-c4ccc(F)cc4OCc4ccccc4)cc2S3(=O)=O)c(C(F)(F)F)o1 | 13.1% | 0.2% | 17.6%
O=C(COC(=O)c1ccc(Cl)nc1)Nc1ccc2c(c1)CCC2 | 6.7% | 0.5%[50 µM] | -9.9%
COc1ccc2c(=O)cc(CO)oc2c1 | -1.0% | 0.4% | 6.9% | Dengue-2 NS5 capping pilot replicate=0.0
CN(Cc1ccccc1)C(=O)c1cccc(NC(=O)Cc2ccc(NC(=O)C3CCCN(C(=O)CCc4ccccc4)C3)cc2)c1 (stereo not given) | 11.2% | 0.3% | -3.3% | Dengue-2 NS5 capping pilot replicate=-7.0
O=C(CCOc1ccccc1)NNC(=O)c1ccccc1 | 9.3% | -2.6% | -4.6%
CCN(C(=O)COC(=O)/C=C/c1ccccc1Cl)c1c(N)n(Cc2ccccc2)c(=O)[nH]c1=O | 12.3% | 1.7%[50 µM] | -2.2%
CCN1C=C(C(C)=O)C(=O)CC1 | 4.3% | -0.2% | -1.6% | Dengue-2 NS5 capping pilot replicate=-1.2
O=C(CSc1nc2cc(Cl)ccc2s1)NCC1CCCO1 (stereo not given) | 7.5% | -1.1% | 3.9%
CCC(CO)Oc1cc(NCc2ccc(Cl)cc2)c2ncn(C(C)C)c2c1 (stereo not given) | 10.6% | -0.7% | -0.8%
CC(=O)Nc1ccc(NC(=O)COC(=O)c2cc(S(=O)(=O)N3CCCC3)ccc2O)cc1 | 12.5% | -0.8% | -3.9%
CC1(C(=O)OCC(=O)Nc2cc(S(=O)(=O)N3CCOCC3)ccc2Cl)CC1(Cl)Cl (stereo not given) | 5.4% | 0.5%[50 µM] | -4.8%
CCC(=O)c1cccc(-c2ccccc2)c1CC | 2.2% | -1.6% | 1.6%
COc1cccc(NC(=O)CN(C)C(=O)CCNC(=O)c2ccccc2OC)c1 | 6.0% | 1.4%[50 µM] | -7.9%
CC(=O)NC(CC(=O)NNC(=O)COc1c(C)cccc1C)c1ccccc1 (stereo not given) | 5.4% | -2.5% | -0.8%
CCCC[C@@H]1C=C(C(=O)O)[C@H](c2ccc(Br)cc2)N1S(=O)(=O)c1ccc(C)cc1 | 4.6% | 0.0% | 5.3% | Dengue-2 NS5 capping pilot replicate=-1.2
CC(=O)c1cccc(OC(=O)c2ccccc2)c1 | 6.2% | 0.7% | 2.3%
CC(C)Oc1ccc(CSc2nnc3n(C)c(=O)c4c5c(sc4n23)CCCC5)cc1 | 2.8% | 1.7% | -6.8%
COc1ccccc1C=NNc1nc(C)cc(=O)[nH]1 | -5.7% | 2.2% | -4.0%
CC(=O)OC1CCC2C3CCC4=C(CC(F)C(=O)C4)C3CCC12C (stereo not given) | 4.1% | 0.2% | -11.6%
CCCCN(C)S(=O)(=O)c1cc2c(cc1Br)CCN2C(=O)C1CC1 | 3.0% | -1.1% | 4.0%
O=C(O)c1ccccc1C(c1ccccc1)c1ccccc1O (stereo not given) | -15.8% | -0.7% | 6.5%
O=C(CC1C[C@H](C(=O)N2CCCCC2)[C@@]2(CCc3ccccc3)c3[nH]c4ccccc4c3CCN2C1=O)NCc1cccc(C(F)(F)F)c1 (stereo not given in full) | 5.9% | 0.0% | -7.9% | Dengue-2 NS5 capping pilot replicate=-0.3
O=C(NCCOc1ccccc1F)C1CC(=O)N(Cc2ccccc2)C1 (stereo not given) | 3.1% | 1.2% | 0.4%
Cc1ccccc1OCC(=O)OCC(=O)NC1CCCCCC1 | 7.0% | 0.4%[50 µM] | 3.6%
CC(C)(C)OC(=O)C[C@H]1C/C=C\C[C@@H](CC(=O)N(CCO)Cc2ccccc2)C(=O)NCCOC1=O | 13.8% | 0.8% | 1.0%
C=CC[C@H](CC(=O)NCCO)C(=O)NCCOC(=O)[C@@H](CC=C)CC(=O)OC(C)(C)C | 7.3% | 0.4% | -10.4%
O=C(NC1CC1)c1cc(Cl)nc2ccccc12 | 2.7% | 1.2%[50 µM] | -5.8%
COCCn1c(SCC(=O)NNC(=O)c2ccccc2)nc2ccccc21 | -8.0% | 2.4% | -4.7%
Cc1ccccc1N=C1Nc2ccccc2N[C@]12C[C@H]1CCC(=O)N3CC[C@@H](C2)[C@@H]13 | -2.3% | 0.0% | -3.2%
OCC1(CO)CCCC(CO)(CO)C1O | 6.9% | -2.2% | -12.4%
O=C(COC(=O)c1cccc(F)c1)Nc1ccc(Cl)cn1 | 1.3% | 1.6%[50 µM] | 1.5%
COc1cc2c(cc1OC)C(=Cc1ccc(N(C)C)cc1)C=C2 | 8.2% | 4.0% | -1.5%
C[C@H](CO)N1C[C@H](C)[C@@H](CN(C)Cc2ccc(-c3ccccc3)cc2)Oc2c(NC(=O)Cc3ccccc3)cccc2C1=O | 7.6% | -0.9% | -0.8%
CCOC(=O)C1CCN(C(=O)c2ccccc2)C(CC)C1=O (stereo not given) | 2.5% | 1.7% | 5.8%
O=C(COC(=O)c1cc(S(=O)(=O)N2CCCCC2)ccc1Cl)NC1CCS(=O)(=O)C1 (stereo not given) | 1.8% | 0.9%[50 µM] | -5.8%
COCC(Cc1ccccc1)NC(=O)Cn1cc(C)c(=O)[nH]c1=O (stereo not given) | 6.4% | 0.0% | -1.3%
CN1CCN(C(c2ccc(F)cc2)c2ccc3cccnc3c2O)CC1 (stereo not given) | 1.5% | -0.1% | -6.1%
CC(C)CN(C(=O)COC(=O)/C=C/c1ccc(Cl)c(Cl)c1)c1c(N)n(Cc2ccccc2)c(=O)[nH]c1=O | 10.7% | 1.7%[50 µM] | -9.4%

Looked up one by one from the list above:
SMILES | MgcRacGAP inhibition | K1F lysis inhibition | Dengue-2 NS5 capping | others
CC(=O)c1ccccc1NC(=O)CN1C(=O)NC2(CCCCCCC2)C1=O | 6.2% | -1.0% | 0.0%
COCCn1c(SCC(=O)NNC(=O)c2ccccc2)nc2ccccc21 | -8.0% | 2.4% | -4.7%
O=[N+]([O-])c1ccc(SNc2ccccc2)c([N+](=O)[O-])c1 | -2.1% | 11.3% | 4.0%
CC(C)CN(C(=O)COC(=O)/C=C/c1ccc(Cl)c(Cl)c1)c1c(N)n(Cc2ccccc2)c(=O)[nH]c1=O | 10.7% | 1.7%[50 µM] | -9.4%

The list is partial, so the mix of outcomes need not match the whole.
